AmpC no deterg = qHTS Inhibitors of AmpC Beta-Lactamase (assay without detergent). P00811. AmpC nitrocefin hydrolysis, absorbance 480 nm, 0.0001% Triton. Potency, µM (titrated, usually from 57.1 µM), for inactives: at the top dose activity change, negative = inhibition, hits mostly inhibitors. 0.52% of 330,000 active. AID 485341, 2010;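 also: potency is read from the fitted curve at half-maximal effect; plate controls were no compound for no effect and no enzyme for full effect; nearly all actives have a fitted effect of over 20% in size; some results filed as inactive show a strong effect at the top dose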
Target sequence (P00811 whole entry, looked up): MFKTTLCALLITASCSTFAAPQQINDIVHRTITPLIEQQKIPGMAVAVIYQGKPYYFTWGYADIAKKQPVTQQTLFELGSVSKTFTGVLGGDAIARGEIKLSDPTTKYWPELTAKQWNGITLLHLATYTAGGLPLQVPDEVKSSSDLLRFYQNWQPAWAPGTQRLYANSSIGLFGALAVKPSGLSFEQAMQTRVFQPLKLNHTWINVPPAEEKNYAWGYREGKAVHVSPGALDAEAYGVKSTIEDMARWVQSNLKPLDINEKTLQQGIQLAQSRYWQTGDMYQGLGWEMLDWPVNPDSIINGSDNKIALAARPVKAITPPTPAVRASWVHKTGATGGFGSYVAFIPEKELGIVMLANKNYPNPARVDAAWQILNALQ
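AmpC (5.3 nM in the dispensed reagent) in 20 mM phosphate pH 7.0 with 0.01% (detergent screen) or 0.0001% Triton X-100 was preincubated with compounds for 15 min at room temperature. Nitrocefin was then added from an 800 uM solution, and hydrolysis was followed at 480 nm.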
CHX counter = Cycloheximide Counterscreen for Small Molecule Inhibitors of Shiga Toxin; 12% of 300,000 active; AID 2314, 2010; cell reporter, cycloheximide protein synthesis inhibition counterscreen; max response, %; in the data active = max response mostly above about 13%, no sharp cut-off; inactive = mostly below about 14%; also: read at 38.3 µM for the half of the compounds with a filed dose; 0% is about no effect
Tb PYK inh = qHTS of Trypanosoma Brucei Inhibitors. pyruvate kinase (Trypanosoma brucei), Q57TT1. TbPYK enzyme, Kinase-Glo Plus ATP luminescence, 45 min. Potency, µM (top dose mostly 76.8 µM), for inactives: at the top dose activity, negative = inhibition, hits mostly inhibitors. 0.12% of 410,000 active. AID 624173, 2012; also: potency is read from the fitted curve at half-maximal effect; % is scaled to controls: 0 for no effect and ±100 for the full control effect; nearly all actives have a fitted effect of over 50% in size
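Luminescent Kinase-Glo Plus end-point after 45 min room-temperature reaction of T. brucei pyruvate kinase started with 130 uM ADP (final). Buffer TEA 50 mM pH 7.2 with KCl, MgCl2, BSA, Tween-20; titration-based qHTS with fitted concentration-effect curves.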
LmPK inh = qHTS Assay for Inhibitors of Leishmania Mexicana Pyruvate Kinase (LmPK). 0.37% of 290,000 active. Potency, µM (top dose mostly 57.5 µM), without a hit: top-dose activity change, negative = inhibition, most hits filed as inhibitors. purified LmPK, Kinase-Glo ATP luminescence, 1 h. Q27686. AID 1721, 2009; also: potency is read from the fitted curve at half-maximal effect; % is scaled to controls: 0 for no effect and ±100 for the full control effect
Target sequence (Q27686 whole entry, looked up): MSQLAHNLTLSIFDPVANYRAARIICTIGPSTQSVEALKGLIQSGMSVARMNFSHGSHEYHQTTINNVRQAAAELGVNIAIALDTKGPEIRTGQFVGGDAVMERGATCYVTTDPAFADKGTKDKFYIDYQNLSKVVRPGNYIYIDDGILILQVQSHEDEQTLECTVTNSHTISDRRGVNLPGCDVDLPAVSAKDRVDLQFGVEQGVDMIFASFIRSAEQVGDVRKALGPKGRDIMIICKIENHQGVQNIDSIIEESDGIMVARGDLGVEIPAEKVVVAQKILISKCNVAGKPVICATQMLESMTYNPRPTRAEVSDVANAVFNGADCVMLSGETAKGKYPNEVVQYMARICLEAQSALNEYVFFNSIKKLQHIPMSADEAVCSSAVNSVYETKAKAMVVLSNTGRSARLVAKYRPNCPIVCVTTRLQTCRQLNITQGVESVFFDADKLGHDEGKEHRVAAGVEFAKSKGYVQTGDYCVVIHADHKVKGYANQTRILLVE
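Kinase-Glo luminescence read after 1 h RT reaction of 0.1 nM LmPK with 0.5 mM PEP and 0.1 mM ADP. Activity scaled between uninhibited and enzyme-free controls.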
Pf growth 96h = Primary qHTS for delayed death inhibitors of the malarial parasite plastid, 96 hour incubation | 6.9% of 320,000 active | P. falciparum luciferase reporter growth, 96 h | Potency, µM (series often up to 28.7 µM), for inactives: at the top dose activity change, negative = inhibition, actives largely listed as inhibitors; also: potency is read from the fitted curve at half-maximal effect; % is scaled to controls: 0 for no effect and ±100 for the full control effect
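Cell-based qHTS: luciferase-tagged P. falciparum in erythrocytes (2% hematocrit, 0.05% parasitemia final) incubated with compounds for 96 hours, 37 C, 5% CO2; luciferase detection reagent then added and luminescence measured.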
Shiga inhibitor = A qHTS for Small Molecule Inhibitors of Shiga Toxin. 9.2% of 290,000 active. inhibition, % at 38.7 µM. Vero cells, Shiga toxin protein synthesis inhibition reporter; in the data active = inhibition mostly above about 28%, no sharp cut-off; inactive = mostly below about 43%; also: 0% is about no effect
Pf growth 48h = Primary qHTS for delayed death inhibitors of the malarial parasite plastid, 48 hour incubation; AID 504832, 2011; 5.9% of 310,000 active; P. falciparum luciferase growth in erythrocytes, 48 h; Potency, µM (series often up to 28.7 µM), inactives show top-dose activity change, negative = inhibition, usual class: inhibitors; also: potency is read from the fitted curve at half-maximal effect; % is scaled to controls: 0 for no effect and ±100 for the full control effect
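Luciferase-expressing parasites in RBCs, 2% Hct / 0.1% parasitemia final; RPMI 1640 + 0.5% Albumax; 37 C, 5% CO2, one generation; luminescence read-out, lower signal = inhibition.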
Numbers without * were called inactive; ? = inconclusive; nt = no result given; [ ] = dose if it differs, or a comment. Unless noted, calls follow the shape of the dose curve; as a rule, active = well fitted curve in the direction sought with a large enough effect; inconclusive = small, poorly fitted or top-dose-only effect, or another doubt; inactive = no such curve, though single readings can be large; an effect the other way counts as inactive or inconclusive.

Start of the listing, in advance, four compounds:
compound,Pf growth 48h,AmpC no deterg,Shiga inhibitor,CHX counter,Tb PYK inh,Pf growth 96h,LmPK inh
Cc1ccc(N(C)S(=O)(=O)c2c(C)noc2/C=C/N(C)C)cc1,18%,-10%,-8,1,2%,-3%,4%
CCCCC1NC(C(=O)O)CS1 (stereo not drawn),-10%,-9%,-2,0,2%,-5%,-1%
COc1ccc(NC2=Nc3ccccc3CC2)cc1,189%[activator],-42%,86,23*,-9%,?,0%
COc1ccc(NC(=O)CN2C(=O)NC(C)(C3CC3)C2=O)c(OC)c1 (stereo not drawn),7%,-9%,nt,nt,1%,23%,nt

The whole of this part (from the top)
compound,Pf growth 48h,AmpC no deterg,Shiga inhibitor,CHX counter,Tb PYK inh,Pf growth 96h,LmPK inh
Cc1ccc(N(C)S(=O)(=O)c2c(C)noc2/C=C/N(C)C)cc1,18%,-10%,-8,1,2%,-3%,4%
CCCCC1NC(C(=O)O)CS1 (stereo not drawn),-10%,-9%,-2,0,2%,-5%,-1%
COc1ccc(NC2=Nc3ccccc3CC2)cc1,189%[activator],-42%,86,23*,-9%,?,0%
COc1ccc(NC(=O)CN2C(=O)NC(C)(C3CC3)C2=O)c(OC)c1 (stereo not drawn),7%,-9%,nt,nt,1%,23%,nt
CCn1c(SCC(=O)Nc2cccc(C)c2)nc2ccccc2c1=O,?,-15%,40,1,0%,-1%,-3%
Cn1c(=O)c2c(n(Cc3ccccc3)c1=O)NC(=O)C2CC(=O)O (stereo not drawn),nt,-15%,-13,-3,-1%,-4%,6%
CCOC(=O)C1(CCc2ccccc2)CCN(Cc2nccn2CC)CC1,?,144%[activator],-7,1,19%,-6%,-6%
CCCCNC(=O)NS(=O)(=O)c1ccc(C(=O)OC)o1,3%,-9%,-6,-1,0%,nt,2%
CN(C)S(=O)(=O)Nc1ccc2c(c1)Cc1ccccc1-2,57%[activator],-17%,107*,29*,-10%,nt,2%
COC(=O)C1=CN(c2cccc(C)c2)C=C(C(=O)OC)C1c1cc(OC)c(O)c([N+](=O)[O-])c1,8.3µM*,81%[activator],-14,5,2%,?,0%
Cc1cccc(OCc2n[nH]c(=S)n2Cc2ccccc2)c1,9%,-25%,1,9,?,30%,-1%
Cc1cc(C)n2cc(CSc3ccc(Br)cc3)nc2n1,52%[activator],-3%[11.4 µM],31*,26*,5%,0%,6%
Cc1ccc(S(=O)(=O)N2CCc3cc4c(cc3C2C)OCCCO4)cc1 (stereo not drawn),-27%,-14%,-2,7,3%,?,11%
COc1ccc(NC(=O)CSc2nnnn2-c2ccc(F)cc2)cc1,13%,-13%,-13,-2,-1%,12%,0%
CC(Sc1ncccn1)C(=O)NC1(C#N)CCCCC1 (stereo not drawn),-7%,-1%,nt,nt,2%,-23%,nt

The results go on:
compound,Pf growth 48h,AmpC no deterg,Shiga inhibitor,CHX counter,Tb PYK inh,Pf growth 96h,LmPK inh
O=C(NCC(=O)N1CCN(Cc2ccccc2)CC1)c1ccc(Br)o1,29%,4%,16,14*,-4%,7%,4%
CN(C)/C=C1\Cc2ccccc2C1=O,19%,-12%,113*,46*,-6%,7%,-4%
Cc1ccc(SC[C@H](Cc2ccccc2)N2CCN(CC(C)C)CCC2=O)cc1,?,-3%,17,7,-6%,?,1%
COc1ccc(Cl)cc1-c1n[nH]c(=S)n1C,nt,0%,-14,-4,?,?,-17%
CC(=O)N1CCc2c(sc(NC(=O)C3CCCN3S(=O)(=O)c3cccs3)c2C(N)=O)C1 (stereo not drawn),?,32%,nt,nt,-7%,?,nt
O=C(NC1(C(F)(F)F)NC(=O)N(c2ccccc2)C1=O)c1cccs1 (stereo not drawn),4%,-28%,-11,-3,3%,0%,-1%
Cc1ccc(Nc2c([N+](=O)[O-])cc(C(=O)N3CC(=O)Nc4ccccc43)cc2[N+](=O)[O-])c(C)c1,?,-40%,-4,-3,-12%,-17%,1%
CC(OC(=O)CCCNC(=O)c1ccc(Cl)cc1)C(=O)N(C)Cc1ccccc1 (stereo not drawn),24%,97%[activator],-7,-1,0%,-15%,-3%
CC1CCCCC1NC(=O)c1ccc(S(=O)(=O)N2CCCC2)cc1 (stereo not drawn),nt,-23%,-13,-3,3%,?,-1%
CC1=CC2=NC(=O)/C(=C\c3cc(C)n(-c4cccc(Cl)c4)c3C)C(=N)N2O1,?,-26%,-4,-2,1%,33%[activator],7%
O=C(NCCc1ccccc1)c1cnn2c(C(F)F)cc(C3CC3)nc12,-28%,8%,-17,-4,-2%,nt,4%
Cc1cccc(N2CC(C(=O)NCCC3=CCCCC3)CC2=O)c1C (stereo not drawn),-11%,75%[activator],nt,nt,2%,?,nt
Cc1nc2ccccn2c1C(=O)OCC#N,6%,-11%,2,-6,3%,51%[activator],-3%
CCOc1ccc(N(CC(=O)NC2CCCC2)S(=O)(=O)c2c(C)noc2C)cc1,nt,29%,-10,-2,1%,-3%,3%
O=C(c1ccc(C(F)(F)F)cc1)n1ccc(-c2cccs2)n1,56%[activator],-20%,-10,-3,12%,-16%,-17%

Other records follow.
compound,Pf growth 48h,AmpC no deterg,Shiga inhibitor,CHX counter,Tb PYK inh,Pf growth 96h,LmPK inh
Cc1ccc2c(c1)C1CN(C)CCC1N2C(=O)Cn1cnc2c1c(=O)n(C)c(=O)n2C (stereo not drawn),19%,-5%,-15,-1,4%,0%[5.75 µM],6%
COc1ccccc1C(=O)/C=C/c1ccc(N2CCCCC2)c([N+](=O)[O-])c1,?,-33%,99*,62*,-6%,7.4µM*,2%
Cn1c(Cn2c(=O)sc3ccccc32)nnc1SCC(=O)NCc1ccc(F)cc1,-3%,-17%,-9,-2,1%,30%[activator],4%
O=C(Cc1c(F)cccc1Cl)N1CCN(C(=O)c2ccco2)CC1,14%,-29%,-6,-4,1%,149%[activator],-11%
Cc1ccc(F)c([C@H]2C3C=CCC(c4ccccc4)C3C(=O)N2Cc2ccccc2)c1 (stereo partly drawn),12µM*,-10%,-7,-4,3%,?,0%
Cc1cccc(NC(=O)CCc2c(C)nn(-c3ccc(N4CCOCC4)nn3)c2C)c1,42%[activator],66%[activator],40*,23*,-3%,?,-2%
CCN(CC)CCCC(C)N=C(c1ccccc1)c1c(O)n(C)c(=O)n(C)c1=O (stereo not drawn),9%,0%,-20,-6,-4%,24%,0%
C=CCc1ccccc1OCCCCN1CCCC1,-21%,-19%,-7,1,5%,9%,0%
O=[N+]([O-])c1ccc(-c2csc(Nc3ccccc3)[n+]2Cc2ccccc2)cc1,5.2µM*,-12%,29*,33*,-16%,?,-6%
CCNC(=O)CSc1nnc(-c2cccc(S(=O)(=O)N3CCOCC3)c2)o1,?,0%,nt,nt,-1%,-15%,nt
COc1cc(Cl)c(C)cc1NC(=O)COc1cc(C)nc(C(C)C)n1,?,40%,-7,-2,-4%,?,2%
CCC(C)(C(=O)NC1CCCCC1)N(C(=O)C1CCC(=O)N1)c1ccccc1 (stereo not drawn),nt,-10%,-8,-6,1%,?,-2%
N#CCSc1nc2ccccc2c(=O)n1CCC(=O)NCCc1ccccc1,32%[activator],-13%,-10,-3,nt,10%,-1%
COc1cc(NC(=O)c2cc3nc(C)cc(C)n3n2)c(OC)cc1Cl,106%[activator],0%,62*,53*,-18%,16%,7%
Oc1ccc(Cl)cc1C=Nc1ccc2c3c(cccc13)CC2,26%,-35%,11,-2,0%,49%[activator],-2%

(further entries)
compound,Pf growth 48h,AmpC no deterg,Shiga inhibitor,CHX counter,Tb PYK inh,Pf growth 96h,LmPK inh
O=C1C2C3C=CC(C4CC34)C2C(=O)N1Cc1ccco1 (stereo not drawn),-2%,-9%,8,-3,-3%,-2%,-4%
CCOc1ccc(N(C(=O)c2cc3ccccc3oc2=O)C2C=CS(=O)(=O)C2)cc1 (stereo not drawn),-7%,3%,78*,28*,-4%,?,-2%
Cc1cc(SCC(=O)OCC(=O)N(C)C2CCS(=O)(=O)C2)c(C)cc1Br (stereo not drawn),-8%,184%[activator],nt,nt,-9%,0%,nt
CCOC(=O)c1ccc(NC(=O)CSc2nnc(CCc3ccc(C)o3)n2-c2ccccc2)cc1,?,62%[activator],15,5,4%,?,-1%
COc1cccc(NC(C)(C)c2nnnn2-c2c(C)cccc2C)c1,8%,25%,5,2,1%,-7%,7%
Cc1ccc(C)n1-n1cnc2sc3c(c2c1=O)CCCCC3,nt,-6%,-7,2,-8%,?,-2%
Cc1ccccc1Nc1nnc(SCC(=O)NC2CCCc3ccccc32)s1 (stereo not drawn),?,-34%,-3,-4,0%,?,5%
C=CCn1c(N)c(C(=O)OC(C)(C)C)c2nc3ccccc3nc21,nt,-6%,-6,6,-5%,nt,7%
O=C(CNCCO)Nc1ccc(F)c(Cl)c1,89%[activator],-16%,12,-4,5%,13%,-7%
O=C(O)c1cc(-c2ccc(/C=C3\NC(=O)N(c4ccccc4)C3=O)o2)ccc1Cl,-7%,-39%,-3,-1,-4%,?,9%
CCOC(=O)c1c(C)[nH]c(C(=O)N2CCCC(C(=O)c3ccccc3OC)C2)c1C (stereo not drawn),?,43%,27,12*,0%,19%,2%
CCOC(=O)C(C)CC(C)C(=O)N1CCOCCN(C(=O)C(C)CC(C)C(=O)OCC)CCOCC1 (stereo not drawn),8.3µM*,69%[activator],26,1,3%,82%[activator],-2%
C=C(C)[C@@H]1CCC2(C(=O)O)CC[C@]3(C)[C@H](CC[C@@H]4[C@@]5(C)CCC(=O)C(C)(C)[C@@H]5CC[C@]43C)[C@@H]12 (stereo partly drawn),?,-24%,-6,-3,-4%,?,3%
Cc1ccccc1C(=O)N1CCCC(N2CCN(Cc3ccc4c(c3)OCO4)CC2)C1 (stereo not drawn),-9%,41%,-8,1,-13%,4%,-6%
CCN1CCN(C(CNS(=O)(=O)c2ccc(C)cc2)c2cccnc2)CC1 (stereo not drawn),29%,-15%,-2,-1,-1%,38%[activator],-7%

Additional structures follow:
compound,Pf growth 48h,AmpC no deterg,Shiga inhibitor,CHX counter,Tb PYK inh,Pf growth 96h,LmPK inh
COc1cccc(CNC(=O)COC(=O)c2cccc(S(=O)(=O)N3CCCC3)c2)c1,?,-12%,nt,nt,-1%,-1%,nt
Cc1ccc2nc(/C(C#N)=C/c3ccc(O)c(O)c3)[nH]c2c1,?,20µM*,92*,60*,-6%,-2%,-4%
C/C=C/c1ccc(OCC(O)CN2CCCCC2CC)c(OC)c1 (stereo not drawn),-10%,-6%,-5,1,1%,4%,-3%
Cc1nc2ccc(Cl)cc2c(-c2ccccc2)c1C(=O)N(C)C,7%,95%[activator],-5,-1,2%,-20%,-7%
CN(C(=O)c1ccnn1C)C1CCCN(Cc2ccccc2F)C1 (stereo not drawn),-9%,2%,13,-3,3%,?,-6%
Cc1ccc(C(C)C)c(OCc2ccc(-c3nnco3)cc2)c1,-18%,1%,60,12,-5%,nt,1%
